ANO1 activ: activators or potentiators of mouse TMEM16A chloride channel; HEK293 TMEM16A/YFP-H148Q/I152L, iodide quench fluorescence; stronger effect = lower value; B-score at 10 µM; AID 623877; Q8BHY3; 340,000 compounds, 0.3% hits;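 active means fluorescence-ratio B-score plate-corrected deviation score at least 3 library SD below zero, with starting fluorescence score within 5 deviations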;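 further: channel opened by trigger with iodide after compound preincubation; score built on the fluorescence ratio of max minus min over baseline; more negative score means more quench and so TMEM16A activation or potentiation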
SKKanGAS inh: blocks kanamycin growth of S. pyogenes SKKanGAS strain | 300,000 compounds, 1.3% hits | BacTiter-Glo, 6 h | inhibition, % at 7.5 µM;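 active means mean replicate score, as percent of positive control median, at least 50; inconclusive means mean below 50 but one replicate at or above 50; inactive means mean and every replicate below 50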;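 further: strain carries kanamycin resistance gene driven by streptokinase promoter and grows in 40 µg/ml kanamycin; loss of luminescence reflects streptokinase promoter inhibition or plain growth inhibition; 0% = median of DMSO wells and 100% = positive control at its reference dose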
TMEM16A inh: blocks the mouse calcium-activated chloride channel TMEM16A; Q8BHY3; normalized B-score (activity score, 25-100; higher = stronger inhibition) at 10 µM; HEK293 TMEM16A/YFP iodide influx fluorescence, ionomycin; 310,000 compounds, 1.2% hits;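 active means ratio plate-corrected score three or more library SD toward inhibition, starting fluorescence score within five deviations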;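 further: score derived from kinetic fluorescence span divided by baseline fluorescence per well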
KCNK3 inh: human KCNK3 channel inhibition, primary screen | B-score at 10 µM | O14649 | 340,000 compounds, 0.84% hits | CHO-KCNK3 thallium flux, FluxOR fluorescence; stronger effect = lower value;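 active means B-score under library mean minus 4 SD, starting fluorescence ratio at most library mean plus 5 SD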;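 further: more negative B-score means stronger inhibition of thallium flux through KCNK3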
Target sequence (O14649 whole entry, looked up): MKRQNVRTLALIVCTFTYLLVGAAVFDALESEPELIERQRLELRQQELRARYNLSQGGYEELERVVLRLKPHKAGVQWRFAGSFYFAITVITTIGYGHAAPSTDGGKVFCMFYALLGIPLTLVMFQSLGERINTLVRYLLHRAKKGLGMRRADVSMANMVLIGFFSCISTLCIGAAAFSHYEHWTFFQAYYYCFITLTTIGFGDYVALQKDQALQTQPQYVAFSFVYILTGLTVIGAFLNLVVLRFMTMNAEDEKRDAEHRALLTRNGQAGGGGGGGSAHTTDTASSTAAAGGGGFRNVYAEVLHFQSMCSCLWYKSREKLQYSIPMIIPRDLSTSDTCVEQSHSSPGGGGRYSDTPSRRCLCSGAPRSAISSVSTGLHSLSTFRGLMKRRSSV
hERG rescue: hERG (human) protection from proarrhythmic block. AID 1511. 310,000 compounds, 0.51% hits. Q12809. activation (rescue from dofetilide block), less the hit threshold, % at 10 µM. CHO-hERG, FluxOR thallium flux, dofetilide IC70 present;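 active means activation above the mean of controls blocked by dofetilide plus 5 SD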;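 further: thallium influx through hERG after potassium depolarization seen as dye fluorescence rise; in these data hits start at about 4.7%; inactives centre near -7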
HDAC3 inh: blocks human histone deacetylase 3 | inhibition, % at 8.3 µM | O15379 | recombinant HDAC3, fluorogenic peptide/trypsin coupled, fluorescence | 320,000 compounds, 0.15% hits; in the data active means inhibition above about 26%, passing the limit was not always enough; inconclusive means no clear call, values can overlap the other calls
KCNK9 inh: blocks the human KCNK9 two-pore domain potassium channel; 310,000 compounds, 1.2% hits; B-score at 10 µM; HEK293 KCNK9, FluxOR thallium flux fluorescence; stronger effect = lower value;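 active means ratio B-score over 3 SD below the library mean, with starting fluorescence within 5 SD of its mean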;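 further: negative B-score means less thallium flux so channel inhibition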
KCNQ1 act: human KCNQ1 channel potentiation or activation; P51787; B-score at 10 µM; 310,000 compounds, 0.35% hits; CHO-K1 KCNQ1, thallium flux FluxOR fluorescence; stronger effect = higher value; AID 2648;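 active means fluorescence ratio B-score, a plate-corrected score, at least three library SD, with initial intensity B-score within 5 SD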
Target sequence (P51787 whole entry, looked up): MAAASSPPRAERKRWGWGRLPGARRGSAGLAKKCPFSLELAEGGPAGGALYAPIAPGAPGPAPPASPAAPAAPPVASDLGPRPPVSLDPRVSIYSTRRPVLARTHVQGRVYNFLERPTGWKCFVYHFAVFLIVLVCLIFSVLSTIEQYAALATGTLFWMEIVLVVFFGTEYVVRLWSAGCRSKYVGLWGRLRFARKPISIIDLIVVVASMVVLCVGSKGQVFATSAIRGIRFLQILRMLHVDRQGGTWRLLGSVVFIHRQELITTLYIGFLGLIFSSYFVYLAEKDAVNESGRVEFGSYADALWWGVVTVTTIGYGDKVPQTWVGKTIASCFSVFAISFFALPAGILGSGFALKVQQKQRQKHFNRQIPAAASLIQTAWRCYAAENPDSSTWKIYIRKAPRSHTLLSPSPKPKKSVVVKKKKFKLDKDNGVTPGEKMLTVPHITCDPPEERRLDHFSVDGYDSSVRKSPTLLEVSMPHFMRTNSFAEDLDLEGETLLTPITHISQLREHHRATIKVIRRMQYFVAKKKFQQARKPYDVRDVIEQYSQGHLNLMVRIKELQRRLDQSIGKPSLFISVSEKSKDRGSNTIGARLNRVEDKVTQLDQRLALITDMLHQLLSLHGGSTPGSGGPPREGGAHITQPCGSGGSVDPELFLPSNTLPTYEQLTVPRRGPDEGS
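Schedule – 37 °C overnight plating, 90-min dark dye load, 20-min compound pretreatment · System – stable KCNQ1 CHO-K1 line · Probe or stimulus – thallium- and potassium-containing depolarizing buffer · Measured by – kinetic FluxOR fluorescence, 10 s baseline plus 110 s post-stimulus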
KCNQ1 block: blocks the human KCNQ1 potassium channel. CHO-K1 KCNQ1, FluxOR thallium flux fluorescence; stronger effect = higher value. B-score at 10 µM. 310,000 compounds, 1.3% hits;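 active means compounds whose thallium flux B-score, printed positive for inhibition, exceeds three library SD while starting fluorescence stays within three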;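 further: channel opened by potassium depolarization with thallium stimulus after 20 min compound exposure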
RGS4 pot: potentiators or activators of RGS4; HEK293 M3R/inducible RGS4, carbachol calcium flux Fluo4; stronger effect = lower value; B-score at 10 µM; 310,000 compounds, 0.92% hits; AID 463111;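 active means B-score of the integrated calcium signal more than 4 SD below the library mean, with starting fluorescence not abnormally high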;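 further: negative B-score means reduced calcium response which marks RGS4 activation or potentiation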
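test system = HEK293 cells with stable M3R and inducible RGS4 | schedule = recording 10 s baseline at 1 Hz, 100 s post-agonist | technique = Fluo4-AM (2 µM) calcium-flux fluorescence, kinetic read | measure = Agonist-evoked peak-minus-minimum fluorescence over baseline, integrated ratio, B score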
RGS4 inh: human RGS4 inhibition. P49798. HEK293 M3R/RGS4 inducible, Fluo-4 calcium flux; stronger effect = higher value; triggered by carbachol at its EC20. B-score at 10 µM. 310,000 compounds, 0.45% hits;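 active means B-score, a plate-corrected calcium signal, over three deviations above library mean, with baseline fluorescence within five deviations of library mean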;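 further: RGS4 expression induced by doxycycline in cells with stable M3 receptor; B-score is computed from the integrated fluorescence ratio over baseline after carbachol; higher B-score means a larger calcium signal and so more RGS4 inhibition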
Active calls of the source: *; i = inactive; ? = inconclusive; · = no result given.

Values run as follows: ANO1 activ	SKKanGAS inh	TMEM16A inh	KCNK3 inh	hERG rescue	HDAC3 inh	KCNK9 inh	KCNQ1 act	KCNQ1 block	RGS4 pot	RGS4 inh
COc1cccc(C2c3c(oc4ccccc4c3=O)C(=O)N2CCCN2CCOCC2)c1 (stereo not given)
 : i	-2	i	i	-7	1	i	i	i	i	i
CCOc1ccc(C(=O)N2CCN=C2SC)cc1OCC
 : i	-7	i	i	-5	3	i	i	i	i	i
COc1ccc(N2CCN(S(=O)(=O)c3ccc(OC)c(C(=O)N4CCCCC4)c3)CC2)cc1
 : i	1	i	i	-14	-1	i	i	i	i	i
Cc1c(Cl)cccc1N=Cc1ccc([N+](=O)[O-])s1
 : i	-6	i	i	-1	2	i	i	i	i	i
Nc1cc(C2CCCC2)nn1-c1ccccc1
 : i	-2	i	i	-8	1	i	i	i	i	i
O=C(Nc1ccccc1Cc1ccccc1)c1oc2ccccc2c1COc1ccccc1
 : i	12	i	i	-5	?	-8.7*	i	i	i	i
CCN(CC)c1nc(Nc2ccccc2)nc(Oc2ccc(=O)[nH]n2)n1
 : i	-4	i	i	-16	4	i	i	i	i	i
O=C(CCc1ccc(S(=O)(=O)N2CCOCC2)cc1)N1CCN(Cc2ccc3c(c2)OCO3)CC1
 : i	9	i	i	-10	2	i	i	i	i	i
CCOc1ccc(NC(=O)CC(Cc2ccc(Cl)cc2)C(=O)O)cc1 (stereo not given)
 : i	1	i	i	-4	0	i	i	i	i	i
CC(C)c1ccc(N(C(=O)c2ccco2)C(C(=O)NC2CCCC2)c2cccnc2)cc1 (stereo not given)
 : i	20	i	i	-8	4	i	i	i	i	i
Cc1c(C(=O)Nc2ccc(-c3nnc4n3CCCCC4)cc2)oc2c1ccc1ccccc12
 : i	31	i	i	-8	-2	-12*	i	i	i	i
Cc1ccc(S(=O)(=O)Cn2nnnc2C(CC(C)C)N2CCC(C(N)=O)CC2)cc1 (stereo not given)
 : i	1	i	i	-6	8	i	i	i	i	i
Cc1nnc(Cl)c2nn(-c3ccccc3F)c(C)c12
 : i	6	i	i	-8	1	i	i	i	i	i
Cc1ccc(S(=O)(=O)N2CCC(C(=O)N3CCCC3C(=O)N[C@@H](CC(C)C)C(=O)NCC(N)=O)CC2)cc1 (stereo not given in full)
 : i	-1	i	i	-2	-2	i	i	i	i	i
COc1cccc(-c2cc(C(=O)NCC3CCCO3)c3cc(C)cc(C)c3n2)c1 (stereo not given)
 : i	37	i	i	-22	0	i	i	i	i	i
CCn1c(-c2cccnc2Cl)nc2cc(C)c(C)cc21
 : i	3	i	i	-5	5	i	i	i	i	i
CC(C)(C)NC(=O)COc1coc(CN2CCN(C(=O)c3ccco3)CC2)cc1=O
 : i	3	i	i	-16	·	i	i	i	i	i
Cc1ccc(S(=O)(=O)N2CCOC2CNC(=O)C(=O)NCCc2ccc(S(N)(=O)=O)cc2)cc1 (stereo not given)
 : i	-12	i	i	-13	-3	i	i	i	i	i
Cc1ccc(C(C[N+](=O)[O-])n2nc(C)cc2C)cc1 (stereo not given)
 : i	22	i	i	-7	5	i	i	i	i	i
COc1ccccc1Cn1c(CO)nc2ccccc21
 : i	-2	i	i	-9	0	i	i	i	i	i
NC1=NC[C@H](Cc2ccc(O)cc2)N1CCc1cccc(F)c1
 : i	-3	i	i	-10	1	i	i	i	i	i
CCS(=O)(=O)NCC(c1ccco1)N1CCN(c2ccc(F)cc2)CC1 (stereo not given)
 : i	2	i	i	-6	0	i	i	i	i	i
O=C(Cc1ccccc1)n1nc(-c2ccccc2)nc1NCc1ccco1
 : i	1	i	i	-10	-2	-9.1*	i	i	i	i
O=C(c1cccc(F)c1)N1CCN(C(=O)c2nn3cccnc3c2Cl)CC1
 : i	-14	i	i	-8	-1	i	i	i	i	i
O=C(CSc1ncccn1)N1CCN(C(c2ccccc2)c2ccccc2)CC1
 : i	5	i	i	-14	1	i	i	i	i	i
COCCN(C(=O)Nc1ccc(F)cc1F)c1nc2ccccc2s1
 : i	1	i	i	-8	-7	i	i	i	i	i
CN(C)C=Nc1ccccc1C1C=NNC1=O (stereo not given)
 : ·	-4	i	·	-5	2	i	i	i	i	i
CCc1ccc(OCC(=O)Nc2ccc3[nH]ncc3c2)cc1
 : i	-1	i	i	-10	0	i	i	i	i	i
CN(C)c1nc(N)nc(Cn2nnc(-c3ccc(C(F)(F)F)cc3)n2)n1
 : i	-9	i	i	-5	-1	i	i	i	i	i
Oc1ccccc1C=NC(c1ccccc1)C(O)c1ccccc1 (stereo not given)
 : i	-1	i	i	-6	4	i	i	i	i	i
O=C(NCc1ccccc1)C(=O)NCC1OCCN1S(=O)(=O)c1ccc([N+](=O)[O-])cc1 (stereo not given)
 : i	-6	i	i	-11	-1	i	i	i	i	i
COc1ccc(CN2CCNC(=O)C2CC(=O)NCc2cn[nH]c2-c2ccccc2)c(F)c1 (stereo not given)
 : i	3	i	i	-7	?	i	i	i	i	i
Cc1ccc(NC(=S)N(Cc2cccs2)Cc2cc3cc(C)ccc3[nH]c2=O)cc1
 : i	6	i	i	-12	4	i	i	i	i	i
Cc1ccc(S(=O)(=O)NCCC(=O)N2CCN(c3cccc(Cl)c3)CC2)cc1C
 : i	-14	i	i	-13	10	i	i	i	i	i
O=C1CCC(C(=O)N2CCN(c3ccccc3Cl)CC2)CN1CC1CCCCC1 (stereo not given)
 : i	3	i	i	-10	0	i	i	i	i	i
COC(=O)c1oc2ccccc2c1-n1cccc1
 : i	-1	i	i	-9	0	i	i	i	i	i
Cc1cc(CNC(=O)COc2ccc(C#N)cc2)c2ccccc2n1
 : i	-1	i	i	-13	-1	i	i	i	i	i
CCOC(=O)C(=CNCC(=O)OC)C(=O)OCC
 : i	1	i	i	-3	-1	i	i	i	i	i
O=C(CCNS(=O)(=O)c1cccs1)N1CCN(c2cccc(Cl)c2)CC1
 : i	8	i	i	-6	0	i	i	i	i	i
CC1(c2ccc(Cl)cc2Cl)OCC(Cn2ccnc2)O1 (stereo not given)
 : i	1	i	i	-3	1	i	i	i	i	i
CCN(C(=O)COC(=O)c1oc2ccc(OC)cc2c1C)C1CCCCC1
 : i	-2	i	i	-10	0	i	i	i	i	i
COc1ccc(N2CC(C(=O)OC(C)C(=O)c3ccccc3)CC2=O)cc1 (stereo not given)
 : i	-5	i	i	-3	0	i	i	i	i	i
CN(Cc1nc(-c2ccccc2)no1)C(=O)c1ccc2c(c1)OCO2
 : i	-9	i	i	-6	3	i	i	i	i	i
COCCNC(=S)Nc1ccc2nc(N3CCOCC3)cc(C)c2c1
 : i	-6	i	i	-5	-8	i	i	i	-11*	i
COc1ccc(CC(=O)c2ccc(OC3OC(CO)C(O)C(O)C3O)cc2O)cc1 (stereo not given)
 : i	2	i	i	0	1	i	i	i	i	i
Oc1c(CN2CCc3ccccc3C2)cc(Cl)c2cccnc12
 : i	89*	i	i	-16	-3	i	i	i	i	i
Cc1cc(C)cc(NC(=O)CCN2C(=O)c3ccccc3S2(=O)=O)c1
 : i	0	i	i	-9	6	i	i	i	i	i
O=C(NCCNC(=O)c1cc(OCC(F)(F)F)ccc1OCC(F)(F)F)Nc1ccc(OC(F)(F)F)cc1
 : i	2	i	i	-10	2	i	i	i	i	i
CN(C)c1ncc(S(=O)(=O)c2ccccc2)c(=O)[nH]1
 : i	6	i	i	-4	-2	i	i	i	i	i
CN1CCN(C(=O)/C(=C\c2ccc3c(c2)OCO3)NC(=O)c2cccs2)CC1
 : i	5	i	i	-8	5	i	i	i	i	i

The results go on.
Values run as follows: ANO1 activ	SKKanGAS inh	TMEM16A inh	KCNK3 inh	hERG rescue	HDAC3 inh	KCNK9 inh	KCNQ1 act	KCNQ1 block	RGS4 pot	RGS4 inh
CCCNC(=O)c1ccc(CN2CCc3ccccc3C2)cc1
 : i	4	i	i	-2	3	i	i	i	-7.1*	i
CC(C)(C)C(=O)Nc1cc(NC(=O)C(C)(C)C)cc(C(=O)Nc2cc(C(=O)O)cc(C(=O)O)c2)c1
 : i	-5	i	i	-6	10	i	i	i	i	i
CCOC(=O)c1ccc(NC(=S)N(CCN2CCCCCC2)Cc2ccco2)cc1
 : i	-3	i	i	-12	9	i	i	i	i	i
Cc1cccn2c(=O)c(/C=C(\C#N)C(=O)NC3CCS(=O)(=O)C3)c(N3CC(C)OC(C)C3)nc12 (stereo not given)
 : i	0	i	i	-14	-262	i	i	i	i	i
O=[n+]1c2c(n([O-])c3cc(F)c(N4CCCC4)cc31)CCC2
 : i	1	i	i	-28	2	i	i	i	i	i
O=c1[nH]c2ccccc2cc1-c1nnn(-c2ccc(F)cc2)n1
 : i	3	i	i	-4	-2	i	i	i	i	i
CC(C)C(=O)NC(C)C(c1cccs1)N1CCN(c2ccccc2)CC1 (stereo not given)
 : i	3	i	i	-10	5	i	i	i	i	i
c1ccc(Cn2ccnc2-c2ccco2)cc1
 : i	-1	i	i	-8	-6	i	i	i	i	i
CCOC(=O)c1c(NC(=O)Cn2cc([N+](=O)[O-])cn2)sc2c1CCC2
 : i	3	i	i	-5	-3	i	i	i	i	i
Nc1nc(-c2cccc(F)c2)cs1
 : i	-5	i	i	-6	-10	i	i	i	i	i
COc1cc(/C=N/NC(=O)c2cc[n+]([O-])cc2)ccc1O
 : i	0	i	i	-4	10	i	i	i	i	i
CC(=O)Nc1cccc(NC(=O)Nc2ccc(C(C)=O)cc2)c1
 : i	-1	i	i	-7	16	i	i	i	i	i
CCOC(=O)Nc1ccc2c(c1)N(C(=O)CN(CC)CC)c1ccccc1CC2
 : i	-5	i	i	-2	-7	i	i	i	i	i
COC(=O)C1=C(N)Oc2cc(C)n(CC3CCCO3)c(=O)c2C1c1ccccc1OC (stereo not given)
 : i	-2	i	i	-4	0	i	i	i	i	i
Cc1ccc(S(=O)(=O)N2CCC(C(=O)NCCc3ccccn3)CC2)cc1
 : i	-2	i	i	-9	9	i	i	i	i	i
COc1ccc(C2=NNC(c3cccs3)=Nc3ccc(OC)cc32)cc1
 : i	17	i	i	-13	-2	i	i	i	i	i
COC(=O)c1sc2nc(SCc3cccc(F)c3)n(N)c(=O)c2c1C
 : i	7	i	i	-4	5	i	i	i	i	i
